Screening data (PubChem)
Tat transport: E. coli Tat transport inhibition | hit rate 0.036% among 340,000 | inhibition, % at 10 µM | E. coli MC4100 TorA-mCherry Tat export, fluorescence;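 active means mean replicate inhibition at least 50% and at least half of replicates individually reaching 50%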;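 further: exported cargo escapes ClpAP degradation while cytoplasmic cargo is degraded and loses fluorescence; 0% = median of neutral control wells and 100% = median of NaSCN control wells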
phage Ecoli inh: E. coli growth loss with phage present; growth absorbance; inhibition, % at 11.9 µM; AID 651602; hit rate 0.26% among 360,000; in the data active means inhibition above about 11%
HTR5A inv ctr: counter-screen for OPRM1-OPRD1 inverse agonists: human HTR5A inverse agonism. HTR5A cell line, luminescence. inhibition, % at 9.3 µM. P47898. hit rate 0.083% among 340,000; in the data active means inhibition mostly above about 23%, no sharp cut-off; inactive means mostly below about 18%;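 further: 0% = cells with DMSO and 100% = no-cell wells with DMSO; some compounds called inactive have numbers as strong as hits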
AddAB inh: less growth of phage-infected E. coli with AddAB | E. coli expressing H. pylori AddAB, absorbance growth | inhibition, % at 11.9 µM | hit rate 0.29% among 330,000 | AID 435030; in the data active means inhibition above about 12%;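 further: 0% = vehicle wells of infected cells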
PKA-R1A activ: activates the PKA-R1A holoenzyme complex. activation, % at 11.4 µM. AID 504707. PKA-R1A dissociation, Cy5-IP20 fluorescence polarization; scaled: DMSO 0%, 113 µM cGMP 100%. hit rate 0.083% among 340,000. P00514+P68181;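 active means percent activation above the mean of all tested compounds plus 3 SD, cut at about 19% in these data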;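 further: higher means more PKAc released from R1A so a rise in polarization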
OPRM1-OPRD1 ag: agonists of human mu-delta opioid receptor heterodimerization | P35372+P41143 | cells, OPRM1-OPRD1 heterodimerization, luminescence | activation, % at 9.3 µM | hit rate 0.3% among 340,000 | AID 504326; in the data active means activation above about 18%;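 further: 0% = vehicle-treated cells and 100% = reference agonist; values of inactives mirror those of a sister screen read the other way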
Target sequence (P35372 whole entry, looked up): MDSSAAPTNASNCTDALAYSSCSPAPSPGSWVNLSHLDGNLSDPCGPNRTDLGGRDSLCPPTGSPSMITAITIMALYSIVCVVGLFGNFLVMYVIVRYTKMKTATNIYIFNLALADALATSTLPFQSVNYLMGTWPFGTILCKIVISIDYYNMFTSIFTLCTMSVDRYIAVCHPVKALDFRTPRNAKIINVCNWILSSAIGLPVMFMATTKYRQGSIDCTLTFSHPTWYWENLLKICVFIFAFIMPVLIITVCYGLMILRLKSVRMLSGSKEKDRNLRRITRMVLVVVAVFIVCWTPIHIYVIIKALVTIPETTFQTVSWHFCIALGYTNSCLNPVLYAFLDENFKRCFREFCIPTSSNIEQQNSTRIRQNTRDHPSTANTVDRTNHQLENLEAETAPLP
Target sequence (P41143 whole entry, looked up): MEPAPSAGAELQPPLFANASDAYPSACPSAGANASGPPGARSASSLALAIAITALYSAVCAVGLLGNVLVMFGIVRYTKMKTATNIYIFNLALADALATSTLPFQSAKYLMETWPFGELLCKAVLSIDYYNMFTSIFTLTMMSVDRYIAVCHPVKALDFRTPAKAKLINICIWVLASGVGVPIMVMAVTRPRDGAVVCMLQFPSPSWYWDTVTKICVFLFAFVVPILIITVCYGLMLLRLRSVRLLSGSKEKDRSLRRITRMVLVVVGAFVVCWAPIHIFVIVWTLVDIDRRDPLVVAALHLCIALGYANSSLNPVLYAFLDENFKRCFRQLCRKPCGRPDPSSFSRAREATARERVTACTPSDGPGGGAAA
PKA-R2B act: activates the human PKA-R2B holoenzyme complex; PKA-R2B holoenzyme dissociation, Cy5-IP20 fluorescence polarization; R2B truncated from residue 108, S112A mutant; 0% DMSO only, 100% 113 µM cGMP; P22694+P31323; AID 504700; activation, % at 11.4 µM; hit rate 0.079% among 340,000;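 active means activation above a cutoff set at the mean over all compounds plus 3 SD, cut at about 18% in these data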;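 further: higher means more holoenzyme dissociation and a rise in polarization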
E coli growth: reduces bacterial viability in AddAB counter-screen; E. coli V3065 growth, OD600 absorbance, 18 h; inhibition, % at 11.9 µM; hit rate 0.27% among 330,000; AID 449728;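 active means inhibition above the campaign's mean inhibition across all tested compounds plus 3 SD, cut at about 9.9% in these data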;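 further: uninfected addAB+ strain grown without phage in ampicillin broth; 0% = DMSO wells and 100% = ciprofloxacin 0.95 µg/ml wells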
OPRM1-OPRD1 inv: inverse agonist of human OPRM1-OPRD1 heterodimerization; inhibition, % at 9.3 µM; hit rate 0.21% among 340,000; P35372+P41143; cell-based MOR-DOR heterodimer luminescence, inverse agonism; AID 504357; in the data active means inhibition above about 22%, passing the limit was not always enough;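 further: 0% = cells with DMSO and 100% = wells without cells with DMSO; values of inactives mirror those of a sister screen read the other way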
SUMO Mot1 rescue: SUMOylation pathway inhibition by Mot1-301 growth rescue. growth rescue, % at 18.8 µM. S. cerevisiae Mot1-301 growth rescue, ATP luminescence, 38.5C; percent above DMSO median, 100 means doubled. hit rate 1% among 320,000;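 active means every valid replicate shows activation above 250% relative to neutral control wells; inactive means the rest, any valid replicate at or below 250%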;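 further: OY570 slx delta 5 strain wells were the positive control but not used for scaling; some compounds called inactive have numbers as strong as hits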
PfHsp90 yeast 2: growth inhibition of yeast expressing Plasmodium Hsp90; S. cerevisiae expressing PfHsp90, BacTiter-Glo ATP, 48 h; yeast lacking PDR1 and PDR3 efflux regulators; inhibition, % at 9.4 µM; hit rate 0.32% among 310,000; AID 504621;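 active means every replicate shows inhibition above about 80%, whatever the replicate mean, limit read from the data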;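 further: 0% = DMSO neutral controls and 100% = 20 µM radicicol positive controls; yeast relying on Plasmodium falciparum Hsp90 in place of its own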
Starred values were filed as active, the others as inactive; i = inactive; . = not tested or not shown. Compounds as they come, and some 2.2% of all compounds hit somewhere here.

SMILES	Tat transport	phage Ecoli inh	HTR5A inv ctr	AddAB inh	PKA-R1A activ	OPRM1-OPRD1 ag	PKA-R2B act	E coli growth	OPRM1-OPRD1 inv	SUMO Mot1 rescue	PfHsp90 yeast 2
Cc1ccc(S(=O)(=O)N2CCC(C(=O)N(C)C3CCS(=O)(=O)C3)CC2)cc1 (stereo unspecified)	1	0.2	-14	1.6	-4	-1.1	1	-1.2	6	.	-14
Cn1c(N2CCOCC2)c(/C=N/OC(=O)c2ccc(F)cc2)c2ccccc21	9	-0.2	0	4.8	-1	3.9	-1	-0.3	-17	86	17
Cc1ccc([N+](=O)[O-])cc1NC(=O)c1cccs1	0	1.2	-2	2.1	-8	-0.4	3	-1.1	2	-16	12
Oc1cccc(Nc2ncnc3c2oc2ccccc23)c1	0	1.4	-4	-0.2	-7	-1.4	-3	-1.4	7	-27	7
Cc1ccc2c(C)c(C(=O)N(Cc3ccc(N(C)C)cc3)C3CCS(=O)(=O)C3)oc2c1 (stereo unspecified)	3	1.6	-31	-0.9	-9	3.3	4	-1.3	-20	34	17
Cc1ccc(N2CC(C(=O)NC3=NCCS3)CC2=O)cc1C (stereo unspecified)	3	1.3	-19	0.3	4	-3.9	-13	-3.2	17	58	34
Cc1cccc(NS(=O)(=O)c2c(C)noc2C)c1	6	4.1	-1	0.9	-4	-1.1	-5	0.0	5	-3	-18
CC(=O)c1cccc(NC(=O)Cc2ccc3c(c2)CCCC3)c1	-6	0.7	-5	-0.4	-15	1.4	2	-2.5	-8	-5	-26
Cc1ccc(S(=O)(=O)Nc2c(C)n(C)n(-c3ccccc3)c2=O)cc1C(=O)OCC(=O)N1CCCC(C)C1 (stereo unspecified)	-1	2.4	19	-1.1	0	-1.1	4	-0.2	6	-9	2
CCCN(CC(=O)Nc1ccccc1C)C(=O)c1ccc(Cl)c(S(=O)(=O)N2CCCC2)c1	4	4.8	19	-0.3	-3	-0.7	-6	0.6	5	-18	-24
Cc1ccc(NC(=O)CSc2nnc(CCCCCNC(=O)OC(C)(C)C)o2)c(C)c1	6	.	-2	-0.2	-7	-0.7	5	-1.1	4	11	-12
CCN(CCO)Cc1csc2cccc(Br)c12	0	0.9	13	2.4	-6	-1.8	10	-1.1	9	-6	12
Cc1ccc(C2=NN(CC(=O)NCCC(C)C)C(=O)CC2)cc1	0	0.4	-10	-0.1	1	-1.6	3	0.0	10	-10	18
CC(C)(CC1(C)NC(=O)NC1=O)OCc1ccccc1 (stereo unspecified)	-2	0.8	-8	.	-11	-4.3	-1	.	21	.	17
COc1cc(/C=C/C(=O)OCC(=O)NCc2ccco2)ccc1OCC#N	-6	2.4	4	2.4	-3	-2.6	7	0.0	14	96	-6
OCCC1CN(Cc2nc3c(s2)CCCC3)CCN1Cc1ccccc1 (stereo unspecified)	0	1.1	-6	-3.3	-3	-0.7	6	-0.7	3	-5	11
COC(=O)N/N=C1/C/C(=N\NC(=O)OC)c2ccccc21	-2	3.6	9	2.2	4	5.5	9	-6.0	-36	-3	23
CCCCSc1nc(C)cc(SCC(=O)N/N=C/c2cccc(OC)c2O)n1	-2	5.3	14	8.2	-2	2.8	5	0.9	-16	18	-9
O=C(/C=C/c1ccccc1)Oc1cccc2cccnc12	3	-1.6	-5	-1.9	-14	0.7	2	-1.4	-4	-15	0
C=C(C)CNC(=S)Nc1ccc(S(=O)(=O)Nc2cnc3ccccc3n2)cc1	-5	2.6	-23	3.2	12	-2.7	0	0.3	14	7	-7
Cc1cccc(NC2=Nc3ccccc3N3C2=Nc2c(c(C)nn2-c2ccccc2)C3c2ccc(O)c(O)c2)c1 (stereo unspecified)	-4	2.1	17	-0.2	-3	1.1	7	0.5	-6	-13	-33
CCN(CC(=O)NC(C)(C)C)C(=O)CCl	-6	0.2	12	3.1	-1	-2.3	-11	0.6	12	-5	-6
COc1ccc(/C=N/Nc2nc(-c3ccc(C)cc3)c(NC(C)=O)s2)cc1OC	0	1.9	-13	0.2	-6	-0.3	-7	-4.2	1	-8	8
O=C(Nc1ccncc1)c1ccc2c(c1)C(=O)N(CC1CCCO1)C2=O (stereo unspecified)	-3	1.3	-6	0.0	3	0.2	-8	1.9	-1	120	27
Nc1nnnn1/N=C/c1ccco1	2	3.4	7	6.0	-20	-1.8	0	0.0	9	-13	28
O=C(O)CCC(=O)N1CCc2cc(S(=O)(=O)N3CCC(Cc4ccccc4)CC3)ccc21	-4	1.4	3	2.7	-8	-1.7	-6	0.4	10	-10	2
CCc1ccc(NC(=O)c2noc3c2CCc2ccccc2-3)cc1	-8	2.0	-14	2.3	-4	0.8	6	1.2	-4	61	.
COc1ccc(C(=O)COC(=O)CN2C(=O)NC3(CC(C)CC(C)(C)C3)C2=O)c(OC)c1 (stereo unspecified)	10	2.3	-10	3.1	-1	4.8	-1	-1.0	-19	.	-8
Cc1ccc(S(=O)(=O)NC(Cc2ccccc2)C(=O)O)cc1C (stereo unspecified)	-1	0.2	-14	-1.6	-2	-0.5	-2	-0.5	2	11	-2
Cc1cccc(N(C(=O)c2csnn2)C(C(=O)NCc2ccccc2)c2ccc(C)o2)c1 (stereo unspecified)	4	2.1	0	2.4	-2	-0.9	-5	0.4	7	-1	12
O=C(O)C1CCCCC1C(=O)Nc1nc(-c2ccc(Cl)s2)cs1 (stereo unspecified)	-9	3.7	-6	1.4	4	-0.3	4	0.0	1	-3	-30
O=C(Nc1ccccc1Cl)NC1(C(=O)NCc2ccncc2)CCCCC1	-5	-0.5	8	4.4	-5	-1.7	-8	1.2	11	17	-2
Cc1cc(OCC(=O)NCc2ccccn2)c2c(C)c(Cc3ccccc3)c(=O)oc2c1	6	-1.0	16	1.7	3	0.0	9	-0.6	0	195	-20
CSc1ccc(CN2CCC(C(=O)NCc3ccc(C)cc3)CC2)cc1	1	0.4	-6	0.3	2	1.2	0	-1.3	-7	129	-49
NC(=O)C1CCN(C(=O)c2cn(-c3ccccc3)nc2-c2cccnc2)CC1	-3	1.4	3	1.4	-9	-2.7	0	1.1	13	6	-13
O=C(NC1CC1)c1ccc(S(=O)(=O)NCC2CCCCC2)cc1	-5	3.0	9	3.0	-11	1.0	-5	0.2	-6	-6	-1
O=C1CSC(c2ccco2)N1 (stereo unspecified)	-3	3.3	-15	4.0	0	-0.9	1	-1.9	4	i	-16
CC1(C)Nc2ccccc2C(=O)N1NS(=O)(=O)c1ccccc1	0	1.8	-15	1.8	6	-0.6	5	-1.7	3	6	2
COc1cc(OC)cc(-c2c(C#Cc3ccsc3)c3cc(-c4cc(F)cc(F)c4)ccc3n2C)c1	3	-1.4	-17	-1.1	7	-1.6	-3	-3.9	9	-21	-3
COc1ccccc1Nc1ccc(NC(=O)c2cccc([N+](=O)[O-])c2C)cc1	6	0.2	-18	-4.2	-3	1.7	-4	-2.5	-9	87	7

Arranged by value in OPRM1-OPRD1 inv (rising): 7 of the compounds above
| compound | OPRM1-OPRD1 inv |
| --- | --- |
| Cc1cccc(NC2=Nc3ccccc3N3C2=Nc2c(c(C)nn2-c2ccccc2)C3c2ccc(O)c(O)c2)c1 (stereo unspecified) | -6 |
| CCc1ccc(NC(=O)c2noc3c2CCc2ccccc2-3)cc1 | -4 |
| Cc1ccc(NC(=O)CSc2nnc(CCCCCNC(=O)OC(C)(C)C)o2)c(C)c1 | 4 |
| Cc1ccc(S(=O)(=O)N2CCC(C(=O)N(C)C3CCS(=O)(=O)C3)CC2)cc1 (stereo unspecified) | 6 |
| Oc1cccc(Nc2ncnc3c2oc2ccccc23)c1 | 7 |
| COc1cc(OC)cc(-c2c(C#Cc3ccsc3)c3cc(-c4cc(F)cc(F)c4)ccc3n2C)c1 | 9 |
| NC(=O)C1CCN(C(=O)c2cn(-c3ccccc3)nc2-c2cccnc2)CC1 | 13 |

(further entries)
SMILES	Tat transport	phage Ecoli inh	HTR5A inv ctr	AddAB inh	PKA-R1A activ	OPRM1-OPRD1 ag	PKA-R2B act	E coli growth	OPRM1-OPRD1 inv	SUMO Mot1 rescue	PfHsp90 yeast 2
COC(=O)[C@@]1(Cc2ccccc2)[C@H]2C(=O)N(C)C(=O)[C@H]2[C@H]2CN=C(SC)N21	-5	-1.1	2	-0.7	-3	-3.8	5	0.5	18	.	13
O=C(Nc1cccc([N+](=O)[O-])c1)c1ccc2ccccc2c1O	-3	1.2	-2	-1.4	-8	3.5	-9	-0.2	-18	6	0
CCc1c(C)c2cc(Cl)c(O)c(CN(CC)CC)c2oc1=O	15	0.7	-26	-0.3	-5	-0.5	1	-0.8	3	-1	9
CCOc1ccc(S(=O)(=O)N2CCCC(C(=O)NCc3ccccn3)C2)cc1C (stereo unspecified)	-2	-0.2	1	3.1	-8	2.6	9	-0.9	-20	23	5
COC(=O)C1=C(C)N(CCc2ccccc2)C(=O)C1	3	-0.8	2	1.4	-5	-0.8	-8	-0.6	4	-11	7
CCC1(CC)NC(=O)N(CC(=O)OCC(=O)NC(=O)c2ccc(Cl)cc2)C1=O	17	-3.4	1	-0.6	3	1.9	-1	-2.1	-10	3	4
O=C1CCCC2=C1C(c1cccc(O)c1)c1c(ccc3ncccc13)N2 (stereo unspecified)	1	1.6	-4	2.0	1	-1.2	0	-1.6	7	-4	4
O=C(O)c1cc2c(cc1NC(=O)c1ccccc1C(F)(F)F)OCCCO2	14	3.0	1	1.8	-2	-1.1	-8	0.5	8	-3	-8
Cc1cccc(-n2c(=O)[nH]c3c(C(N)=O)nc(C(C)C)nc32)c1	9	0.3	-19	-1.1	-2	-2.1	9	-2.5	12	-5	30
Cc1ccc(NC(=O)C2CCCN(S(=O)(=O)c3ccc(-n4cnnn4)cc3)C2)cc1 (stereo unspecified)	1	1.0	-4	4.9	8	2.3	8	3.5	-12	24	27

Brought forward from above: two compounds, followed by the next part.
SMILES	Tat transport	phage Ecoli inh	HTR5A inv ctr	AddAB inh	PKA-R1A activ	OPRM1-OPRD1 ag	PKA-R2B act	E coli growth	OPRM1-OPRD1 inv	SUMO Mot1 rescue	PfHsp90 yeast 2
Cc1cccc(-n2c(=O)[nH]c3c(C(N)=O)nc(C(C)C)nc32)c1	9	0.3	-19	-1.1	-2	-2.1	9	-2.5	12	-5	30
Cc1ccc(NC(=O)C2CCCN(S(=O)(=O)c3ccc(-n4cnnn4)cc3)C2)cc1 (stereo unspecified)	1	1.0	-4	4.9	8	2.3	8	3.5	-12	24	27
CC1CN(C(=O)/C=C/c2ccc3c(c2)OCO3)CC(C)O1 (stereo unspecified)	-2	2.6	3	2.5	6	-2.0	5	1.0	10	-17	.
O=C(Nc1ccc(N2CCOCC2)cc1)C1CCCCN1S(=O)(=O)c1ccccc1 (stereo unspecified)	-4	-0.6	13	1.4	-12	-1.2	-4	-4.0	6	7	-14
CCOc1cc(C2NC(=S)NC(C)=C2C(=O)Nc2ccc(OC)cc2)ccc1O (stereo unspecified)	-1	4.5	10	4.4	1	-1.4	8	2.3	7	-1	-10
CN(C)C(=O)C[n+]1ccc(/C=N/O)cc1	2	2.0	3	5.0	-13	-2.9	-6	0.1	14	15	-6
